# PhoP GFP inhibition: PhoP regulon inhibitors, Salmonella typhi PhoP promoter GFP reporter, confirmatory (AID 1850); inhibition, % at 50 µM, or IC50 in µM where a hit was titrated; Salmonella Typhi PhoP-promoter GFP reporter, fluorescence, 4 h; higher % means a stronger effect; hit rate 0.33% among 310,000; in the data active = a potency from the dose series; inconclusive = inhibition mostly from about 25% at the one dose, without a potency; inactive = the rest, 99 in 100 with inhibition below about 19%;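 note: 0% = induced wells with vehicle and 100% = uninduced wells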
# VEEV TC-83 Vero: inhibitors of VEEV TC-83 cytopathic effect, confirmation, Vero cells (AID 588727). Vero cells, VEEV TC-83 cytopathic effect inhibition; higher % means a stronger effect. hit rate 0.13% among 350,000. inhibition, % at 20 µM, or IC50 in µM where a hit was titrated; in the data active = a potency from the dose series; inconclusive = inhibition mostly from about 14% at the one dose, without a potency; inactive = the rest, 99 in 100 with inhibition below about 12%; note: strong numbers were not always called active
# H37Rv inhibition: M. tuberculosis growth inhibition, HTS (AID 449762) | hit rate 0.59% among 330,000 | M. tuberculosis H37Rv growth inhibition, 7H9 media; higher % means a stronger effect | inhibition, % at 25 µM, or IC50 in µM where a hit was titrated; in the data active = a potency from the dose series; inconclusive = inhibition above about 70% without an active follow-up result;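 note: bacterial growth assessed after seven days of incubation; strong numbers were not always called active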
# tuberculosis growth: growth inhibition of non-replicating M. tuberculosis (AID 488890); Mycobacterium tuberculosis non-replicating, growth inhibition; higher % means a stronger effect; inhibition, % at 25 µM, or IC50 in µM where a hit was titrated; hit rate 0.39% among 320,000; in the data active = a potency from the dose series; inconclusive = inhibition mostly from about 82% at the one dose, without a potency; inactive = the rest, 99 in 100 with inhibition below about 76%;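 note: plate controls were DMSO cells for no effect and high antibiotic wells for full effect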
# H1N1 NS1A inhibition: H1N1 influenza NS1A inhibitors, functional cell based assay (AID 504329); NS1A functional cell-based assay, percent inhibition; higher % means a stronger effect; one-dose inhibition, % at 12.5 µM; IC50 in µM for titrated hits; hit rate 0.3% among 340,000; in the data active = a potency from the dose series; inconclusive = inhibition above about 27% without an active follow-up result; note: strong numbers were not always called active
# VEEV TC-83 Vero 10K pilot screen: further read-out of VEEV TC-83 Vero, marked with its call; inhibition, %; measured here: 10K pilot screen inhibition
# * hit, by the source's call; i = inactive; ? = inconclusive; · = no result given; & = joins results of further samples. Hits appear at their usual frequency; any-hit rate near 1.5%.
SMILES,PhoP GFP inhibition,VEEV TC-83 Vero,H37Rv inhibition,tuberculosis growth,H1N1 NS1A inhibition,others
Cc1ccc(N(C(=O)Cn2nnc3ccccc32)C(C(=O)NC2CCCCC2)c2cn(C)nc2C)cc1 (centres undefined),-4%&12%,0.8%,2%,20%,-5%,
Cc1nnc(SCC(=O)Nc2ccc(-c3nc4ccccc4s3)cc2)s1,1%,5.2%,-1%,-7%,-5%,
NC12NC(=O)C3(O)C4C5CC(C6C5C3C61)C42 (centres undefined),-8%,2.8%,2%,-7%,-3%,
COc1cc(/C=N/N(C)S(=O)(=O)c2ccc(C)cc2)cc([N+](=O)[O-])c1O,23%,0.2%,4%,22%,-2%,
CNCC1(c2ccccc2)CCCC1,-2%,0.8%,3%,16%,-7%,
CC(Sc1nnnn1-c1ccc(O)cc1)C(=O)NC1CCCCC1C (centres undefined),-5%,0.8%,-2%,1%,5%,
CCOC(=O)CSc1nc(C)cc(C)c1C(N)=O,0%,0.2%,-11%,-5%,-7%,
CCOc1ccccc1CNC(=O)c1ccccc1NC(=O)C1=CSCCO1,5%,7.8%,-1%,49%,12%,
COc1ccc(CC(=O)N(C)CC(=O)Nc2ccccc2Cl)cc1S(=O)(=O)N1CCOCC1,·,0.1%,-9%,-7%,1%,
CCN(CCO)C(=S)Nc1cc(C(=O)OC)ccc1C(=O)OC,-15%,0.9%,-8%,-14%,1%,
O=C(COC(=O)c1ccccc1)Nc1cc(Cl)ccc1Oc1ccccc1,-7%,0.5%,4%,62%,-4%,
CCN1CCN(Cc2c(O)ccc3c2O/C(=C\c2ccc(C)cc2)C3=O)CC1,-16%,0.4%,9%,53%,8%,
Cc1ccccc1NS(=O)(=O)c1cc(C(=O)NCc2ccco2)ccc1C,-3%,0.0%,-6%,6%,10%,
CC1CC(C)CN(CCCNC(=O)c2ccc(CS(=O)(=O)Cc3cccc(Cl)c3)o2)C1 (centres undefined),11%,i,6%,12%,10%,
Cc1cccc(/C(N)=N/OC(=O)Cc2ccccc2)c1,6%,3.1%,-1%,30%,-7%,
Cc1cccn2c(=O)c3cc(C(=O)NC4CCCC4)c(=N)n(Cc4ccc(F)cc4)c3nc12,-11%,50%,?,?,0%,
COc1cc(NC(=O)CN(c2cc(C)cc(C)c2)S(=O)(=O)c2c(C)noc2C)cc(OC)c1,10%,1.9%,-6%,·,7%,
COc1ccc(NC(=O)C2CCN(C(=O)NC3CCCCC3)CC2)c(OC)c1,-2%,0.9%,-13%,14%,2%,
O=[N+]([O-])c1ccc(Oc2ccc(S(=O)(=O)N3CCOCC3)cc2)cc1,11%,i,1%,10%,4%,
COC(=O)C1CCN(C(=O)c2cc(=O)[nH]c3ccccc23)CC1,-1%,i,2%,-7%,-5%,
Cn1c(=O)n(CC(N)=O)c(=O)c2c1nc(Br)n2Cc1ccccc1,7%,i,-3%,-3%,-5%,
CCOC(=O)CN1CC23C=CC(O2)C(C(=O)Nc2ccc(C(C)=O)cc2)C3C1=O (centres undefined),10%,1.2%,-3%,-18%,0%,
COc1cc(C(=O)N2CCc3ccccc32)ccc1OCc1c(C)noc1C,10%,1.5%,1%,24%,-3%,
Cc1cc(C(F)(F)F)n2nc(C(=O)O)c(Cl)c2n1,6%,0.5%,-9%,-6%,2%,
CSCCC(NS(=O)(=O)c1ccc2c(c1)OCCO2)C(=O)N(C)Cc1ccc(C)cc1 (centres undefined),-1%,4.9%,5%,5%,-3%,

# Further structures
SMILES,PhoP GFP inhibition,VEEV TC-83 Vero,H37Rv inhibition,tuberculosis growth,H1N1 NS1A inhibition,others
COCCCNCCCCOc1ccc(OCc2ccccc2)cc1,-3%,42%,10%,65%,2%,VEEV TC-83 Vero 10K pilot screen=0.7
S=C(NCc1ccco1)Nc1cccc(Cl)c1,-2%,2.5%,-4%,?,9%,
CCOc1ccc(C(=O)Nc2cc(Cl)ccc2-n2cncn2)cc1OC,-10%,7.9%,68%,8%,-13%,
COC(=O)COc1ccc2cc(-c3ccc(OC)cc3)c(=O)oc2c1,-3%,0.5%,?,1.4µM*,0%,
COc1ccc(C(=O)Nc2ccc(NS(=O)(=O)c3ccccc3)cc2)cc1OC,10%,3.6%,2%,21%,12%,
Cc1nnc2c(-c3ccccc3)nc3ccccc3n12,3%,3.1%,-3%,-5%,0%,
CCN(CC(=O)NCc1cccs1)C(=O)COc1cccc(C(F)(F)F)c1,·,0.8%,-8%,11%,-17%,
COc1cc2c(c(OC)c1OC)-c1ccc(O)cc1[C@@H](NC(C)=O)CC2,-4%,3.0%,-9%,4%,12%,
CCOP(=O)(OCC)C(Nc1ccc([N+](=O)[O-])cc1)c1ccc(Cl)cc1 (centres undefined),-9%,i,1%,20%,-3%,
COc1ccc(OCC(=O)Nc2ccc(S(=O)(=O)Nc3cc(C)nc(C)n3)cc2)cc1,-11%,2.3%,-2%,41%,7%,
O=[N+]([O-])c1nc2ccccc2[nH]1,·,2.1%,·,·,0%,
O=C(NC1=C(Nc2ccc(F)cc2)C(=O)c2ccccc2C1=O)c1ccc(Cl)cc1,-8%,3.6%,13%,14%,-4%,
CC1CC1C(=O)OCC(=O)NNC(=O)c1ccc([N+](=O)[O-])cc1 (centres undefined),·,1.2%,-4%,15%,-8%,
COc1cc(CC(NC(C)=O)C(=O)NC2CCN(C(=O)C3CC3)CC2)cc(OC)c1 (centres undefined),-11%,i,-9%,4%,-6%,
COc1cc(NC(=O)N2c3ccccc3Sc3ccccc32)c(C(=O)O)cc1OC,-5%,1.1%,?,-4%,-5%,
CN(C(=O)CSc1nc(O)cc(=O)n1C1CCCC1)c1ccccc1,-2%,i,7%,30%,-5%,
CCOc1ccc(NC(=O)N2CCC(n3nnc4ccccc43)CC2)cc1,-11%,i,-4%,56%,-1%,
Cc1ccc(C(C)NC(=O)c2cccnc2)cc1 (centres undefined),8%,1.8%,3%,64%,-24%,
CCC(C)(O)c1[nH]c2ccc(C(=O)OC)cc2c1C (centres undefined),1%,0.2%,-8%,14%,4%,
Cc1ccc(S(=O)(=O)NCC(=O)N(CC2CCCO2)C(C(=O)NC2CCCCC2)C(C)C)cc1 (centres undefined),7%,0.3%,-5%,0%,-5%,
COc1ccc(NC(=O)C(=O)NCC(=O)Nc2cccc(C(F)(F)F)c2)cc1,7%,1.9%,3%,22%,-11%,
COc1ccc(C(=O)c2ccccc2Cl)cc1OC,2%,i,4%,23%,-5%,
COC(=O)Cn1c(C)c(/C=C/c2cc[n+](C)cc2)c2ccccc21,-2%,i,6%,23%,-1%,
Cc1nn(-c2ccccc2)c(Cl)c1C(=O)NNC(=O)c1ccccc1O,·,7.4%,6%,-26%,5%,
CCN(CC)C(=O)c1sc2nc(-c3ccc(OC)cc3)cn2c1C,-2%,1.9%,-16%,9%,0%,

# Continued.
SMILES,PhoP GFP inhibition,VEEV TC-83 Vero,H37Rv inhibition,tuberculosis growth,H1N1 NS1A inhibition,others
COCCCNC(=O)CSC1=Nc2ccccc2C2=NC(CC(=O)NCc3ccccc3)C(=O)N12 (centres undefined),-8%,1.5%,-3%,-9%,13%,
Cc1oc2c(C)c3oc(=O)c(CC(=O)N[C@@H](CC(C)C)C(=O)N[C@@H](Cc4ccccc4)C(=O)O)c(C)c3cc2c1C,11%,i,-17%,38%,1%,
CC(C)(C)NC(=O)N1CCN(S(=O)(=O)c2ccc3c(c2)CCC3)CC1,·,2.0%,4%,16%,-2%,
Cc1cccc(NC(=O)CSCC(=O)N(C)Cc2c(F)cccc2Cl)c1,0%,1.6%,-16%,34%,-9%,
COc1ccc(C(=O)Nn2c(SCC(=O)N3CCC(C)CC3)nc3ccccc3c2=O)cc1,-11%,i,37%,31%,-7%,
O=C(CCC(=O)N1CCOCC1)NCCc1ccccc1,·,2.4%,-9%,-1%,-4%,
CS(=O)(=O)N(CC(=O)NCc1ccncc1)C1CCCCC1,10%,0.7%,-4%,-9%,-5%,
Cc1cc(O)c(NC(=O)c2cccc([N+](=O)[O-])c2)cc1C,7%,1.2%,-7%,-12%,2%,
COc1ccc(NC(=O)C2CCC(CNC(=O)[C@@H]3Cc4ccccc4CN3)CC2)cc1 (some centres undefined),-9%,2.2%,1%,18%,-2%,
O=c1oc(-c2cccs2)nc2sc3c(c12)CCC3,0%,1.1%,13%,?,-7%,
Cc1ccc(S(=O)(=O)N2C(=O)CCC2C(=O)Nn2cnnc2)cc1 (centres undefined),-3%,1.2%,-8%,-9%,14%,
COc1ccc(S(=O)(=O)Nc2ccc(C)c(S(=O)(=O)N3CCOCC3)c2)cc1[N+](=O)[O-],·,4.0%,·,·,1%,
CCCN1CCN(S(=O)(=O)c2ccc3c(c2)NC(=O)C(C)C(=O)N3)CC1 (centres undefined),5%,2.2%,-8%,8%,-7%,VEEV TC-83 Vero 10K pilot screen=0.2

# 18 structures out of the list, ordered by length of the SMILES, descending:
SMILES,PhoP GFP inhibition,VEEV TC-83 Vero,H37Rv inhibition,tuberculosis growth,H1N1 NS1A inhibition,others
Cc1oc2c(C)c3oc(=O)c(CC(=O)N[C@@H](CC(C)C)C(=O)N[C@@H](Cc4ccccc4)C(=O)O)c(C)c3cc2c1C,11%,i,-17%,38%,1%,
COc1ccc(S(=O)(=O)Nc2ccc(C)c(S(=O)(=O)N3CCOCC3)c2)cc1[N+](=O)[O-],·,4.0%,·,·,1%,
Cc1ccc(S(=O)(=O)NCC(=O)N(CC2CCCO2)C(C(=O)NC2CCCCC2)C(C)C)cc1 (centres undefined),7%,0.3%,-5%,0%,-5%,
COCCCNC(=O)CSC1=Nc2ccccc2C2=NC(CC(=O)NCc3ccccc3)C(=O)N12 (centres undefined),-8%,1.5%,-3%,-9%,13%,
COc1ccc(C(=O)Nn2c(SCC(=O)N3CCC(C)CC3)nc3ccccc3c2=O)cc1,-11%,i,37%,31%,-7%,
CCCN1CCN(S(=O)(=O)c2ccc3c(c2)NC(=O)C(C)C(=O)N3)CC1 (centres undefined),5%,2.2%,-8%,8%,-7%,VEEV TC-83 Vero 10K pilot screen=0.2
COc1ccc(NC(=O)C(=O)NCC(=O)Nc2cccc(C(F)(F)F)c2)cc1,7%,1.9%,3%,22%,-11%,
CC(C)(C)NC(=O)N1CCN(S(=O)(=O)c2ccc3c(c2)CCC3)CC1,·,2.0%,4%,16%,-2%,
COC(=O)Cn1c(C)c(/C=C/c2cc[n+](C)cc2)c2ccccc21,-2%,i,6%,23%,-1%,
Cc1ccc(S(=O)(=O)N2C(=O)CCC2C(=O)Nn2cnnc2)cc1 (centres undefined),-3%,1.2%,-8%,-9%,14%,
Cc1cccc(NC(=O)CSCC(=O)N(C)Cc2c(F)cccc2Cl)c1,0%,1.6%,-16%,34%,-9%,
CCOc1ccc(NC(=O)N2CCC(n3nnc4ccccc43)CC2)cc1,-11%,i,-4%,56%,-1%,
CCN(CC)C(=O)c1sc2nc(-c3ccc(OC)cc3)cn2c1C,-2%,1.9%,-16%,9%,0%,
CS(=O)(=O)N(CC(=O)NCc1ccncc1)C1CCCCC1,10%,0.7%,-4%,-9%,-5%,
CCC(C)(O)c1[nH]c2ccc(C(=O)OC)cc2c1C (centres undefined),1%,0.2%,-8%,14%,4%,
O=c1oc(-c2cccs2)nc2sc3c(c12)CCC3,0%,1.1%,13%,?,-7%,
O=C(CCC(=O)N1CCOCC1)NCCc1ccccc1,·,2.4%,-9%,-1%,-4%,
COc1ccc(C(=O)c2ccccc2Cl)cc1OC,2%,i,4%,23%,-5%,

# Screening results deposited in PubChem BioAssay by Southern Research Specialized Biocontainment Screening Center.
